Compound activity (PubChem BioAssay)
ARNT-TACC3 inh = disruptors of ARNT/TACC3 protein interaction, primary screen, biochemical, AlphaScreen, single concentration | Transforming acidic coiled-coil-containing protein 3 (Homo sapiens), Q9Y6A5 | AID 623870, 2012 | AlphaScreen His-ARNT PAS-B/GST-TACC3 binding, luminescence; TACC3 fragment carries E629A point mutation | inhibition, % at 9.99 µM | 390,000 compounds, 0.66% hits;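 active = mean inhibition of replicates at least 50% and at least half of replicates each reaching 50%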;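 note: 0% = complete ARNT plus TACC3 wells and 100% = ARNT alone without TACC3; many hits fall short of the cut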
RAD54 inh = inhibitors of human RAD54 branch migration, primary screen, biochemical, fluorescence, single point; RAD54 Holliday junction branch migration, FAM/BHQ fluorescence; inhibition, % at 10.4 µM; 360,000 compounds, 0.14% hits;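 active = mean normalized replicate activity at least 40 and at least half of replicates scoring 40 or more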;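 note: 0% = median of neutral control wells and 100% = median of positive control wells; inhibitors cause a drop in the FAM fluorescence signal; in these data hits start at about 50%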
esBAF inh = Bmi1 luciferase reporter increase in mESCs, primary screen, esBAF inhibitor project, mouse ES cells, Bmi1 luciferase knock-in, single point. 24 h; 100% = twice the neutral-well signal. reporter increase, % at 12.5 µM. 350,000 compounds, 2% hits; in the data active = activation above about 40%;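 note: 0% = median of the plate's neutral control wells and 100% = double that signal; a rise in the Bmi1 reporter signal indicates esBAF inhibition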
RAD52 anneal inh = RAD52 DNA annealing inhibitors, primary screen, biochemical, FRET, single point, set 2; recombinant RAD52 DNA annealing, FRET fluorescence; inhibition, % at 18.7 µM; 360,000 compounds, 0.46% hits; AID 651710, 2012;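 active = every replicate showing at least 50% inhibition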
PglD DTNB = C. jejuni PglD acetyltransferase inhibitors, primary screen, biochemical, DTNB colorimetric, single point | 360,000 compounds, 0.098% hits | AID 602405, 2012 | purified PglD enzyme, DTNB colorimetric CoA detection | inhibition, % at 12.5 µM; in the data active = inhibition above about 16%, passing the limit was not always enough; note: strong numbers were not always called active
ERp5 block = inhibitors of ERp5-driven insulin aggregation, primary screen, biochemical, turbidity, absorbance 650 nm, single point | AID 651711, 2012 | Protein disulfide-isomerase A6 (Homo sapiens), Q15084 | 90 min | 350,000 compounds, 0.05% hits | inhibition, % at 9.99 µM;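 active = mean replicate inhibition above about 25%, with every replicate also reaching it, limit read from the data, passing the limit was not always enough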
Target sequence (Q15084 whole entry, looked up): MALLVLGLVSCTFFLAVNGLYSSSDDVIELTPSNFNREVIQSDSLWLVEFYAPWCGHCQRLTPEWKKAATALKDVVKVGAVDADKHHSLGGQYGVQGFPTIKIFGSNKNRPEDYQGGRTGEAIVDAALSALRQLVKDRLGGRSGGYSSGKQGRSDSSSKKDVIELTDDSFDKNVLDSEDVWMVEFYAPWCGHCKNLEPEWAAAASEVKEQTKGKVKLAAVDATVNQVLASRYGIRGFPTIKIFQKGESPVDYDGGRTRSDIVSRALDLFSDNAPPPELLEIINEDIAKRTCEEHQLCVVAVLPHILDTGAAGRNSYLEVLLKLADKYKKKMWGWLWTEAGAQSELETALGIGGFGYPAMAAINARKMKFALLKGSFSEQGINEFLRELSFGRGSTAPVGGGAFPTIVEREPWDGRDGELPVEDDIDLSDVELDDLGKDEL
Casp6 inh = human caspase-6 inhibitors, primary screen, biochemical, VEID-R110 fluorescence, single point, set 2; purified caspase-6, Z-VEID-R110 cleavage fluorescence; inhibition, % at 12.5 µM; 350,000 compounds, 0.53% hits; AID 686996, 2013;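 active = mean inhibition across replicates at least about 35%, with every replicate also reaching that limit, limit read from the data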;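 note: 0% = median of neutral control wells and 100% = no fluorescence left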
Target sequence (P55212 24-179 limits assumed): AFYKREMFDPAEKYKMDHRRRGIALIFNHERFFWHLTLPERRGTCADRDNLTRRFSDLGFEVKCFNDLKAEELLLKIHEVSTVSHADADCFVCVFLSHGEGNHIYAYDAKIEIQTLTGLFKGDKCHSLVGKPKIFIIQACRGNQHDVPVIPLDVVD
Target sequence (P55212 194-293 limits assumed): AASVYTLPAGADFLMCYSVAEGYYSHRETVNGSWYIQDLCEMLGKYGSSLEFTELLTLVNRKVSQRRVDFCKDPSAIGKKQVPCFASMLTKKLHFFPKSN
E-selectin induc = E-selectin induction in HUVECs, primary screen, imaging, HUVEC, immunofluorescence imaging, single point; P16581; normalized: neutral wells 0, TNF-alpha wells 100; activation, % at 7.58 µM; 260,000 compounds, 0.37% hits; AID 686992, 2013;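 active = mean E-selectin-positive cell signal at least 10% of the positive control, reached in at least 60% of replicates, without over 20% cell loss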;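 note: in these data hits start at about 27%; measured in HUVEC primary endothelial cells; signal is the percent of cells scored E-selectin positive by PE staining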
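Read-out: % PE-positive cells | Test system: HUVEC | Doses: One compound dose added by pin transfer | Buffer or medium: EGM-2 over gelatin coat | Signal: Immunofluorescence imaging | Benchmarks: TNF-alpha, DMSO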
* = called active by the depositor; / = no result given; & = joins results of further samples.

SMILES	ARNT-TACC3 inh	RAD54 inh	esBAF inh	RAD52 anneal inh	PglD DTNB	ERp5 block	Casp6 inh	E-selectin induc
COc1ccc(S(=O)(=O)N2CCCN(Cc3cccc(F)c3)CC2)cc1	27.4	-1.1	4.4	/	-6.7	/	/	/
Cc1cc(C)n(C2CCCCC2OC(=O)CCc2ccccc2)n1 (stereo unspecified)	-3.7	-0.7	2.3	-2.9	1.9	1.3	-3.2	/
CN(C)S(=O)(=O)c1ccc(C(=O)Nc2ccnn2C2CCCCC2)cc1	-7.6	-7.8	15.0	/	3.0	/	/	/
O=C(Cc1ccc(Cl)cc1)Nc1nc2ccccc2[nH]1	-9.2	3.8	-0.1	/	-4.9	/	/	/
CCC1CCCCN1CCCNC(=O)c1cc2c(=O)oc3ccc(C)cc3c2s1 (stereo unspecified)	9.0	30.3	-1.0	-28.5	0.7	0.7	-27.2	/
COc1cc(/C=C/C(=O)c2ccc3c(c2)OCCO3)cc(OC)c1OC	-5.7	-2.2	2.4	-11.5	4.0	-3.5	-0.5	/
CCC(=O)N[C@H]1CC[C@@H](CC(=O)NCC2CC2)O[C@H]1CO	/	/	/	-20.5	/	3.0	0.8	-0.1
NC(=O)c1nccc2ccccc12	-4.3	/	/	-12.4	/	1.5	-2.4	-0.2
CCCC(=O)NC(c1ccco1)c1cc([N+](=O)[O-])c2cccnc2c1O (stereo unspecified)	59.4*	/	/	-28.7	/	0.4	16.9	/
Cc1ccccc1NC(=S)NCCc1c[nH]c2ccccc12	9.1	/	/	-3.9	/	3.2	-1.6	-1.1
CCOc1cc(CN2CCCCCC2)ccc1OC	-3.6	-0.3	-1.2	3.9	0.8	2.6	-14.3	-0.1
O=C1CCCC(O)=C1N=Nc1ccc2ncsc2c1	-0.7	8.2	37.7	2.1	-16.8	-1.7	27.2	-2.3
Cc1ccccc1S(=O)(=O)N1CCCCN2[C@H](CO)[C@H](c3ccc(-c4ccccc4)cc3)[C@@H]2C1	-2.1	3.2	/	27.6	0.4	-6.5	0.0	/
CCN(CC(=O)Nc1ccccc1OC)C(=O)c1ccc(NC(=O)c2cccs2)cc1	-7.1	4.8	8.5	-9.8	-0.7	-2.5	13.6	-0.7
C[C@H](CO)N1C[C@H](C)[C@@H](CN(C)C(=O)Nc2ccccc2)Oc2ccc(NC(=O)Cn3cnnn3)cc2C1=O	9.9&0.7	0.6&7.5	4.6&0.9	-22.5&-17.0	1.0&0.8	12.9&4.7	2.4&-5.5	-0.3&-0.1
O=C(O)Cc1ccc(O)cc1	0.0	-6.3	-8.5	-10.3	-6.2	-0.2	1.7	7.6
c1cnc(N2CCN(Cc3ccc4c(c3)OCO4)CC2)cn1	-0.6	/	/	-3.2	/	1.1	-3.3	11.1
CO/N=C/C(=N\Nc1ccc(OC)cc1)C(=O)c1ccc(OC)cc1	-3.1	2.2	-2.4	/	-7.6	/	/	/
Cc1noc(C(=O)Nc2ccccc2C(F)(F)F)c1Cl	-6.8	1.0	2.2	/	-1.6	/	/	/
O=C(NCc1cccs1)c1nc(-c2cccs2)no1	/	/	/	-15.9	/	-3.6	1.5	0.0
CCCN1C[C@H](C)[C@H](OC)CN(C)C(=O)c2ccc(NC(=O)Nc3cccc(F)c3)cc2OC[C@@H]1C	-4.6	-12.7	5.4	-0.9	1.6	0.3	1.1	0.1
C[C@@H]1CCCCO[C@@H](CN(C)S(C)(=O)=O)[C@H](C)CN([C@@H](C)CO)C(=O)c2cc(NS(=O)(=O)c3cn(C)cn3)ccc2O1	-1.8	-8.0	1.3	-0.6	-0.2	-2.4	-0.2	-0.3
Cc1ccnc(NC(=O)c2cccc(NC(=O)c3ccc(Cl)c(Cl)c3)c2)c1	-2.9	-13.9	30.2	-12.9	-9.4	2.5	-3.9	0.2
O=c1c(C(c2ccc(F)cc2)c2c(O)nc3n(c2=O)CCCS3)c(O)nc2n1CCCS2	4.3	1.4	3.6	-6.6	-1.4	7.0	-3.4	/
C[C@H](CO)N1C[C@H](C)[C@H](CN(C)Cc2ccc(C(=O)Nc3ccccc3N)cc2)Oc2ccc(NS(=O)(=O)c3ccccc3)cc2CC1=O	9.5	-5.9	-10.4	-4.6	0.3	-0.2	3.2	3.1

The list goes on.
SMILES	ARNT-TACC3 inh	RAD54 inh	esBAF inh	RAD52 anneal inh	PglD DTNB	ERp5 block	Casp6 inh	E-selectin induc
CC1(C)CC(=O)C2=C(C1)C(c1cn(-c3ccccc3)nc1-c1ccccc1)C(C#N)=C(N)O2 (stereo unspecified)	0.0	-3.4	/	-27.5	-6.5	0.4	-0.1	/
COCCNC(=O)c1sc2ncn(CC(=O)N3CCCCC3)c(=O)c2c1C	-0.2	-2.3	-6.2	/	-4.3	/	/	/
CCCc1cc(=O)oc2cc(OCC(=O)NC3CCN(Cc4ccccc4)CC3)ccc12	-2.4	1.6	-3.9	-7.8	4.6	-10.3	-2.2	/
CC(=O)N1CCN(CC(O)COc2ccc(Br)cc2)CC1 (stereo unspecified)	-6.3	4.4	3.9	0.6	-0.4	-0.4	-1.1	/
O=C(c1ccncc1)N1CC2(C1)[C@@H](c1ccccc1)[C@@H](CO)N2C(=O)CC1CC1	/	/	/	-8.1	/	-4.0	-1.0	0.2
COc1ccccc1NS(=O)(=O)c1ccc(S(=O)(=O)N2CCOCC2)cc1	-17.1	/	/	-16.5	/	7.8	-3.8	/
O=C(O)c1ccc(Cn2c(SCc3cc(=O)n4cc(Br)ccc4n3)nc3ccsc3c2=O)cc1	/	/	/	-13.8	/	1.2	-3.3	3.6
COc1ccc(S(=O)(=O)N2CC[C@H]3[C@H](CO)Nc4ccc(-c5ccc(C#N)cc5)cc4[C@H]32)cc1	-3.3	-0.2	-6.8	0.4	4.6	2.1	-1.7	-0.6
O=C(NCc1ccco1)/C(=C\c1cccs1)NC(=O)c1cccs1	-7.7	/	/	-6.1	/	5.5	1.5	4.9
COC(=O)c1ccccc1SC(CC(=O)c1ccccc1)c1ccc(F)cc1 (stereo unspecified)	-2.6	3.6	12.3	-11.9	-10.3	0.7	-0.7	0.6
COc1ccc(OCCN2C(=O)NC(C)(c3ccc(C)cc3)C2=O)cc1 (stereo unspecified)	-11.8	1.3	-9.7	/	-3.6	/	/	/
Cc1ccc(O)c(C2=NCCNC(C(F)(F)F)=C2)c1	1.9	-5.1	-7.2	/	0.1	/	/	/
Cc1ccc(CNc2ccc(N3CCOCC3)cc2)cc1	27.3	-11.1	64.3*	-4.8	5.1	6.8	0.8	0.0
C#CCOc1nc(Nc2cccc([N+](=O)[O-])c2)nc(OCC#C)n1	-2.5	4.6	-2.9	-8.6	5.9	1.3	-0.8	/
Cc1ccc2nc(-c3ccc(NC(=O)COC(=O)c4cncc(Br)c4)cc3)sc2c1	6.5	/	-61.3	-41.0	/	1.4	0.6	/
Cc1ccc(NC(=O)C(C)OC(=O)c2ccc(Cl)nc2)cc1S(=O)(=O)N1CCOCC1 (stereo unspecified)	14.3	0.5	/	-9.5	-4.9	-1.4	11.7	0.4
C[C@@H]1O[C@@H](O[C@H]2[C@H](Oc3cc(O)c4c(c3)OC(c3ccc(O)cc3)CC4=O)O[C@H](CO)[C@@H](O)[C@@H]2O)[C@H](O)[C@H](O)[C@H]1O (stereo partly specified)	-5.0	-2.7	-0.1	-0.7	-2.0	0.8	-0.9	-2.3
Cc1ccc(NNC(=O)c2c(F)cccc2Cl)cc1C	-8.1	/	/	-14.9	/	0.7	-0.1	/
CCCNC(=O)C[C@@H]1C[C@@H]2c3cc(NC(=O)Nc4ccc(F)cc4)ccc3O[C@@H]2[C@H](CO)O1	-1.0	-0.5	-1.3	5.3	2.0	-3.7	1.3	0.0
CN1C(=O)c2cc(NC(=O)Nc3ccccc3Cl)ccc2OC[C@H]2O[C@@H](CC(=O)NCCCN3CCOCC3)CC[C@@H]21	-4.3	13.1	2.0	13.8	-1.0	0.2	-8.6	0.5
CC(=O)NS(=O)(=O)c1ccc2c(c1)Cc1cc(S(=O)(=O)NC(C)=O)ccc1-2	-2.9	-5.2	-1.7	9.1	-0.9	6.4	0.0	/
F[B-](F)(F)COCc1ccccc1C#Cc1ccccc1	/	/	/	-3.6	/	-2.6	8.6	-0.1
Clc1nc2ccccc2nc1-c1ccccc1	3.6	-2.9	6.3	-7.9	6.5	0.8	-0.3	-0.1
Nc1ccccc1SCC(=O)Nc1nccs1	-1.6	/	/	4.2	/	2.5	0.4	0.0
N/C(=N\OC(=O)c1cc(Cl)ccc1Cl)c1ccccn1	-0.1	/	/	-3.8	/	-3.0	-1.8	/

The final 7 records of the section above open the next one:
SMILES	ARNT-TACC3 inh	RAD54 inh	esBAF inh	RAD52 anneal inh	PglD DTNB	ERp5 block	Casp6 inh	E-selectin induc
CCCNC(=O)C[C@@H]1C[C@@H]2c3cc(NC(=O)Nc4ccc(F)cc4)ccc3O[C@@H]2[C@H](CO)O1	-1.0	-0.5	-1.3	5.3	2.0	-3.7	1.3	0.0
CN1C(=O)c2cc(NC(=O)Nc3ccccc3Cl)ccc2OC[C@H]2O[C@@H](CC(=O)NCCCN3CCOCC3)CC[C@@H]21	-4.3	13.1	2.0	13.8	-1.0	0.2	-8.6	0.5
CC(=O)NS(=O)(=O)c1ccc2c(c1)Cc1cc(S(=O)(=O)NC(C)=O)ccc1-2	-2.9	-5.2	-1.7	9.1	-0.9	6.4	0.0	/
F[B-](F)(F)COCc1ccccc1C#Cc1ccccc1	/	/	/	-3.6	/	-2.6	8.6	-0.1
Clc1nc2ccccc2nc1-c1ccccc1	3.6	-2.9	6.3	-7.9	6.5	0.8	-0.3	-0.1
Nc1ccccc1SCC(=O)Nc1nccs1	-1.6	/	/	4.2	/	2.5	0.4	0.0
N/C(=N\OC(=O)c1cc(Cl)ccc1Cl)c1ccccn1	-0.1	/	/	-3.8	/	-3.0	-1.8	/
CC/C(O)=C1\C(=O)CCCC1=NCc1nc2ccccc2[nH]1	-1.1	-16.1	-2.6	-8.1	-168.9	0.1	-1.3	1.0
CC(C)(C)OC(=O)N1CCN(c2ccc([N+](=O)[O-])cc2)CC1	3.7	-2.1	-0.4	-17.0	-4.5	8.9	-2.2	/
COc1ccc(Cl)cc1NC(=O)c1cccc(-n2cnnn2)c1	/	/	/	-14.2	/	-2.2	-3.8	-0.3
O=C(O)CSc1nnnn1-c1ccccc1	-0.7	6.1	-5.9	/	-15.9	/	/	/
COc1ccc(S(=O)(=O)Nc2ccc3c(c2)C(=O)N([C@H](C)CO)C[C@H](C)[C@@H](CN(C)C(=O)Nc2cccc4ccccc24)OCCCC[C@H](C)O3)cc1	3.6	4.4	4.9	/	0.9	/	/	7.4
CC(NC(=O)C(NC(=O)C1CCCN1C(=O)OC(C)(C)C)C(C)C)C(N)=O (stereo unspecified)	-9.1	2.9	-7.4	/	1.1	/	/	/
C[C@@H]1CN([C@@H](C)CO)C(=O)c2cccc(NC(=O)c3nc4ccccc4s3)c2O[C@H]1CN(C)S(=O)(=O)c1cn(C)cn1	0.7	-6.2	-1.6	4.2	3.5	-4.6	-1.0	0.2
